Compound activity deposited in PubChem BioAssay by several laboratories.
TcdB GH inh: blocks C. difficile toxin B glycohydrolase activity | TcdB glycohydrolase enzymatic assay, plate reader | inhibition, % at 9.99 µM | hit rate 0.24% among 350,000; in the data active = inhibition above about 10%
PriA SSB inh: blocks PriA binding to SSB C-terminal tail. AlphaScreen SSBct-PriA binding, biotinylated peptide. inhibition, % at 33 µM. hit rate 0.6% among 430,000. AID 1272365; in the data active = inhibition mostly above about 37%, no sharp cut-off; inactive = mostly below about 20%;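 note: plate controls were negative control peptide for no effect and reference peptide for full effect; strong numbers were not always called active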
Rv3671c protease: inhibitors of M. tuberculosis serine protease Rv3671c. P9WHR9. inhibition, % at 5.96 µM. hit rate 0.048% among 320,000. AID 2606; in the data active = inhibition above about 38%;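 note: extracellular domain of Rv3671c used as enzyme; 0% = enzyme with DMSO and 100% = no enzyme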
MazEF act: activators of E. coli MazEF toxin-antitoxin RNase. P0AE70. FAM/BHQ RNA-DNA oligo cleavage fluorescence, 5 h. activation, % at 20 µM. hit rate 0.32% among 350,000. AID 504720; in the data active = activation above about 50%
Target sequence (P0AE70 whole entry, looked up): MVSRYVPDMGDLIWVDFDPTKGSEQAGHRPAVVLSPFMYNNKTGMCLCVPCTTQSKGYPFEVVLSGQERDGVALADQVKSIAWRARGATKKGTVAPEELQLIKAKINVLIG
Vc quorum ag: inducers of Vibrio cholerae quorum light production without autoinducers; V. cholerae BH1578 lux reporter, luminescence, 6 h; activation, % at 18.7 µM; hit rate 0.16% among 350,000; AID 588436; in the data active = activation mostly above about 9.7%, no sharp cut-off; inconclusive = no clear call, values can overlap the other calls; inactive = mostly below about 3.7%; note: not every result past the cut was called active; inactives centre near 0; reference of the scale not given here
PfHsp40 rescue: compounds rescuing yeast from Plasmodium falciparum HSP40 toxicity | growth rescue, % at 12.5 µM | AID 504582 | hit rate 0.68% among 340,000 | S. cerevisiae expressing PfHsp40, growth rescue, ATP luminescence; in the data active = growth rescue above about 28%, passing the limit was not always enough; inconclusive = no clear call, values can overlap the other calls;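 note: yeast W303a lacking pdr1 and pdr3 grown in galactose medium; growth measured after three days at 30 °C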
Anthrax LF inh2: blocks Bacillus anthracis lethal factor protease | multiplex microsphere protease cleavage assay, LF | hit rate 0.12% among 360,000 | AID 588501 | inhibition, % at 10 µM; in the data active = inhibition above about 30%; inconclusive = no clear call, values can overlap the other calls; note: plate controls were buffer without enzyme for full effect and enzyme alone for no effect
Target sequence (P15917 whole entry, looked up): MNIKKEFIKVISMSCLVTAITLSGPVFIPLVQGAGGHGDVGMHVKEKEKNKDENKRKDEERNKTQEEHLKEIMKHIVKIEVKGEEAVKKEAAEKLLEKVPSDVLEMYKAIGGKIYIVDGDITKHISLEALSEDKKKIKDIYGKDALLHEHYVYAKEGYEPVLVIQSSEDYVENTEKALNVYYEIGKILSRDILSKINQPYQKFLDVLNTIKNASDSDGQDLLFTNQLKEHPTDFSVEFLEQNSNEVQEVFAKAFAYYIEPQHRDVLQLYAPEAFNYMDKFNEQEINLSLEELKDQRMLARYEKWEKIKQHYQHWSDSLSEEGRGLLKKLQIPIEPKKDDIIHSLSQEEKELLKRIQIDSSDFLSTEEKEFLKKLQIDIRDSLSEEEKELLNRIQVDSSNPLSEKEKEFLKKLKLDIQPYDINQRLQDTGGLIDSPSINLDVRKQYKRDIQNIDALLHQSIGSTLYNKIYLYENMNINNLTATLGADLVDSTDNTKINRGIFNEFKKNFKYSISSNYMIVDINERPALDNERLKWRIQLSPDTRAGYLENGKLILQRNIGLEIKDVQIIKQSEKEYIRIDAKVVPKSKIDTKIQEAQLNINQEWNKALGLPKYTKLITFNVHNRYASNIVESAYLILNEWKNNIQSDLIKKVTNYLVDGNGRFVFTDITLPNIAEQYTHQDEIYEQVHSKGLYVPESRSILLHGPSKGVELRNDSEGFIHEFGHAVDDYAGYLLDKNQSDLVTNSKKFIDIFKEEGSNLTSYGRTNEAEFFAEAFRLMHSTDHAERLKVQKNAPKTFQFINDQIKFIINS
VHR inh abs: blocks human VHR1 dual specificity phosphatase | inhibition, % at 13.3 µM | recombinant VHR phosphatase, pNPP absorbance | P51452 | hit rate 0.52% among 290,000 | AID 1654; in the data active = inhibition above about 50%; note: some compounds called inactive have numbers as strong as hits
Target sequence (P51452 whole entry, looked up): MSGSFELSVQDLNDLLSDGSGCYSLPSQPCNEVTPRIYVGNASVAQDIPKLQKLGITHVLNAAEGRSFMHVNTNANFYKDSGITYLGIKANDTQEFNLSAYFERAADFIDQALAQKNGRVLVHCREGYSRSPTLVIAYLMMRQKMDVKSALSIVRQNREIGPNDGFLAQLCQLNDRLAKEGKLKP
3CLpro inhibitor: SARS-CoV 3CLpro protease inhibition. P0C6X7. recombinant SARS-CoV 3CLpro, quenched FRET peptide cleavage. inhibition, % at 6 µM. hit rate 0.14% among 290,000. AID 1706; in the data active = inhibition above about 12%
Y pestis TopoI: Y. pestis Topo-I inhibition via cleavage products; AID 504884; Y. pestis Topo-I cleavage product accumulation, plate reader; activity, % at 10 µM; hit rate 0.064% among 360,000; in the data active = activity above about 50%, passing the limit was not always enough; inconclusive = no clear call, values can overlap the other calls; note: inactives centre near 2
Starred values were filed as active, the others as inactive; i = inactive; u = inconclusive; x = not tested or not shown; & = joins results of further samples. Only part of the results is shown. The share of hits here may be higher or lower than overall.

structure	TcdB GH inh	PriA SSB inh	Rv3671c protease	MazEF act	Vc quorum ag	PfHsp40 rescue	Anthrax LF inh2	VHR inh abs	3CLpro inhibitor	Y pestis TopoI
COCCCN(C(=O)c1cc(Cl)nc2ccccc12)c1c(N)n(Cc2ccccc2)c(=O)[nH]c1=O	-0.3	-3	x	-1	i	1.0	u	x	x	5
O=C(c1ccco1)N1CCN(c2nc(C3CC3)nc3c2nnn3Cc2ccccc2Cl)CC1	x	1	3	-11	0.7	-0.8	-10	48	0	3
O=C(COC(=O)Cc1ccc(F)cc1)NC(=O)c1ccccc1	0.1	-7	-3	1	0.6	-0.3	x	x	x	6
Nc1nonc1-n1nnc(C(=O)N/N=C/c2cccc(Cl)c2)c1CSc1ccc(Cl)cc1	1.7	x	1	7	-0.6	-1.2	-4	3	0	-3
COc1ccc(NC(C)=O)cc1NC(C)C(=O)Nc1cc(C(F)(F)F)ccc1N1CCOCC1 (stereo unspecified)	0.4	1	4	-3	1.5	0.6	-3	7	4	14
OCCN1CCN(Cc2ccc3ccccc3c2)CC1	-0.6	-3	0	-1	-2.3	-2.1	-6	18	1	-3
O=C(COc1ccc2ccccc2c1)Nc1ccc(Br)cc1C(=O)O	-1.5	-4	-9	-6	-0.3	-0.2	-2	14	6	6
CCC(C)[C@H]1CN=C(N)N1CCCc1cc(OC)c(OC)c(OC)c1 (stereo partly specified)	-3.4	-11	-8	-5	i	-0.8	4	-19	x	2
COc1ccc(NC2CC(=O)N(c3cc([N+](=O)[O-])ccc3C)C2=O)cc1 (stereo unspecified)	-1.9	8	7	10	1.6	1.0	-5	23	4	6
COc1ccc(C(=O)N[C@H](C(=O)NCCCSc2ccccc2)C(C)C)cc1	1.2	0	2	-11	3.4	-0.5	2	x	x	5
C/C(N)=C(/C#N)C(=O)CSc1nnc(-c2ccc(OC(F)F)cc2)o1	1.8	8	5	-5&1	-1.6&-0.5	-0.8&1.6	4&-4	-1	-1	1&2
COc1nc(N2CCOCC2)nc(C)c1[N+](=O)[O-]	-1.2	-8	8	-2	i	-1.5	-2	-3	-3	-5
Cc1noc(C)c1S(=O)(=O)N1CCC(C(=O)c2ccccc2)CC1	0.0	-8	-4	1	-0.3	-0.7	-7	3	1	0
CCN(C[C@H]1N[C@@](Cc2ccccc2)(C(=O)OC)[C@H]2C(=O)N(C)C(=O)[C@@H]12)S(=O)(=O)c1ccc(OC(F)(F)F)cc1	1.1	10	9	-1	-1.0	3.5	4	x	x	30
COc1ccc(NC(=O)CN(C)S(=O)(=O)c2cnc[nH]2)cc1OC	-1.6	-2	9	8	0.1	-0.6	-3	-1	1	7
O=C(CN(Cc1ccc(Br)cc1)S(=O)(=O)c1ccccc1)NCc1ccccn1	0.2	-1	0	1	0.3	-0.5	-5	-6	-3	33
COc1ccc(-c2c(C)nn3c(N4CCC5(CC4)OCCO5)cc(C)nc23)cc1OC	x	-12	7	4	-0.4	-0.5	3	-11	2	0
COC(=O)C1=C(C)Nc2[nH]c(=S)[nH]c(=O)c2C1c1ccc(OC)cc1 (stereo unspecified)	-1.5	5	-7	7	i	-0.7	0	31	1	0
Cc1ccc(C(=O)c2ccc(C)cc2)cc1	0.6	-40	1	-9	-0.5	0.2	1	17	5	-2
COc1cc(OC)cc(-n2nnnc2SCC(=O)NCCc2ccc(OC)c(OC)c2)c1	-0.4	-12	-2	-4	-0.2	-0.6	-2	0	0	12
COc1ccccc1-c1csc(C(C)(NC(C)=O)c2ccccc2)n1 (stereo unspecified)	0.5	x	x	x	-0.1	x	-10	x	x	11
C=C(C)C1CC=C(C)/C(=N/NC(=O)COc2cccc3ccccc23)C1 (stereo unspecified)	x	x	3	4	-0.3	0.0	-4	22	7	2
CN(c1ccc(S(=O)(=O)N2CCOCC2)cn1)C1CCCCC1	x	-3	1	-15	5.3	-1.8	1	19	1	-1
CCc1cccc(NC(=O)Nc2ccc3c(c2)OCO3)c1	x	7	-5	5	-0.5	-0.3	-2	5	5	-4
N#Cc1ccc(NC(=O)CN2CCCCCC2)cc1Cl	0.9	-9	0	-26	i	-0.5	-3	27	-6	-5
COCCNS(=O)(=O)c1cc(F)ccc1OC	x	-15	-6	5	-0.4	-0.1	-7	-8	1	2
COc1ccc(-c2ccnc(SCC(=O)c3ccc(OC)c(OC)c3)n2)cc1	x	-3	-1	3	-0.6	0.4	0	16	1	36
O=C(COc1ncnc2ccccc12)NCCc1ccc(F)cc1	13*	-5	-3	3	-1.4	-0.7	-3	14	-3	-4
CN1CCN(C(=O)c2ccc(COc3cc(Cl)ccc3Cl)o2)CC1	-0.5	-13	1	-15	0.0	0.6	-4	20	-2	10
COC(=O)[C@@H](Cc1ccccc1)NC(=O)Cn1cc(C)c(=O)[nH]c1=O	-2.6	-8	x	10	-0.6	-0.4	2	x	x	1
Cc1cc(/C=C(\C#N)C(=O)NCc2ccccc2)cc(C)c1O	-0.5	4	-8	-2	-0.2	-0.3	-1	52*	0	3
O=C(O)CCCCCn1c(SCc2cc(=O)n3ccccc3n2)nc2ccsc2c1=O	0.2	4	-8	-2	0.1	-1.0	-2	40	-1	6
CCC(=O)Nc1ccccc1C(=O)OC(c1ccccc1)c1ccccc1	x	-20	-5	-5	-0.3	-0.7	0	10	-4	43
N#CC1=C(N)C(C#N)(C#N)C2(CCC3(CC2)OCCO3)C2CC3(CC=C12)OCCO3 (stereo unspecified)	x	-15	2	0	-8.4	-2.2	-5	19	0	3
Cc1ccc(CN2C(=O)CSc3ccc(C(=O)NC4CC4)cc32)cc1	-0.4	2	-8	16	-0.4	-0.3	-2	1	-3	6
CCCC(=O)c1cc(F)c(N2CCN(S(=O)(=O)c3ccccc3)CC2)cc1C	x	-9	-9	-4	3.5	3.3	-3	-13	-1	3
Cc1cc2c(cc1C)CSC(c1c(O)ccc3ccccc13)SC2	x	-3	-25	7	i	160*	-2	-8	5	15
Cc1ccc(-c2nc3ccccc3s2)cc1S(=O)(=O)N1CCOCC1	x	5&-14	-2	-18	-1.0	0.2	-4	30	-1	-1
CCN(CC)S(=O)(=O)c1ccc(/C=C/C(=O)OCC(=O)NNC(=O)c2ccc(OC)cc2)cc1	9.2	-6	-4	5	2.1	1.5	4	x	x	19
O=C(O)C1CCCCC1C(=O)NCCC(c1ccccc1)c1ccccc1 (stereo unspecified)	x	-3	10	-5	-0.4	0.5	-3	40	-5	-4
O=C(CSc1nc2ccccc2c(=O)[nH]1)N1CCOCC1	x	-7&-11	-6	3	6.7	0.1	-6	0	-4	-1
O=C(OCc1ccc(C(=O)c2ccccc2)cc1)c1cccc(-c2nnc(-c3ccccc3)o2)c1	1.5	-1	4	-5	i	0.9	-3	27	-2	2
CC(C)(C)NC(=O)NC(=O)COc1ccccc1C#N	x	-4	-8	8	-0.2	0.9	2	-23	6	1
CN(C)S(=O)(=O)c1ccc(C(=O)NCC[N+]2(C)CCCCCC2)o1	1.6	-21	2	3	-0.4	-1.2	-1	16	-6	-20
Cc1ccc(CNC(=O)C2CSC3(C)CCC(=O)N23)cc1 (stereo unspecified)	1.0	-5	1	-2	-5.9	-0.6	2	x	x	2
Cc1ccc2ccc(C3C(=O)c4ccccc4C3=O)nc2c1	2.5	-10	-18	85*	-0.4	0.1	0	x	8	9
COc1ccc(CCNC(=O)CN(C2CCCCC2)S(C)(=O)=O)cc1OC	x	-16	2	6	i	-0.6	1	6	5	4
O=C(CSc1nc2ccccc2o1)NCC1CCCO1 (stereo unspecified)	0.3	-4	-4	6	-1.2	0.8	-3	x	x	-2
COc1ccc(-c2nc(-c3ccccn3)no2)cc1	1.9	-13	-7	30	-1.4	0.6	-1	-14	0	4
CCN1CCN(C(=S)c2ccc(OCC(=O)N3CCOCC3)cc2)CC1	x	8	1	8	2.2	0.9	-2	23	3	0

(more compounds)
structure	TcdB GH inh	PriA SSB inh	Rv3671c protease	MazEF act	Vc quorum ag	PfHsp40 rescue	Anthrax LF inh2	VHR inh abs	3CLpro inhibitor	Y pestis TopoI
CC(C)C1NC(=S)N(C2CCCCC2)C1=O (stereo unspecified)	-0.1	-12	12	-2	-0.3	0.8	-1	37	-7	-2
O=C(Nc1cccc(C(=O)N2CCOCC2)c1)C1CCCC1	1.0	-7	x	5	-1.4	0.3	-2	x	x	4
N#CC1=C2SCN(Cc3ccco3)CN2C(=O)CC1c1ccc(Cl)cc1 (stereo unspecified)	x	-20	-2	-2	-1.4	-0.7	1	22	4	-8
Cc1ccc(/C=C/C(=O)c2nc3ccccc3[nH]2)cc1	x	-12	-9	-7	-0.3	1.1	12	-10	2	-12
Cc1ccc(S(=O)(=O)N2CCN(S(C)(=O)=O)C2)cc1	2.0	7	-8	-3	i	-1.6	-1	24	-4	22
CCn1c(SCC(=O)Nc2nnc(C)s2)nnc1-c1ccncc1	0.6	-5	12	-4	-0.6	-0.2	-16	17	3	4
Cc1cccc(NC(=O)CC(=O)Nc2cccc(C)c2)c1	-0.2	10	-10	-3	-0.6	0.8	-1	47	-7	-6
Cc1ccc(OCCCC(=O)Nc2nnc(C3CCCO3)s2)c(C)c1 (stereo unspecified)	-1.5	-1	-6	-1	-0.1	-0.4	3	6	2	14
S=C1COC(c2ccccc2)N1c1ccccc1 (stereo unspecified)	x	1	-5	-3	i	-1.8	0	36	-1	2
CCN(CC(=O)Nc1cc(S(=O)(=O)N2CCCCC2)ccc1C)Cc1ccccc1	1.7	-17	10	2	-1.2	-0.7	6	x	x	22

2 entries drawn at random from the list so far:
structure	TcdB GH inh	PriA SSB inh	Rv3671c protease	MazEF act	Vc quorum ag	PfHsp40 rescue	Anthrax LF inh2	VHR inh abs	3CLpro inhibitor	Y pestis TopoI
Nc1nonc1-n1nnc(C(=O)N/N=C/c2cccc(Cl)c2)c1CSc1ccc(Cl)cc1	1.7	x	1	7	-0.6	-1.2	-4	3	0	-3
COc1cc(OC)cc(-n2nnnc2SCC(=O)NCCc2ccc(OC)c(OC)c2)c1	-0.4	-12	-2	-4	-0.2	-0.6	-2	0	0	12

(listing goes on)
structure	TcdB GH inh	PriA SSB inh	Rv3671c protease	MazEF act	Vc quorum ag	PfHsp40 rescue	Anthrax LF inh2	VHR inh abs	3CLpro inhibitor	Y pestis TopoI
Cc1cccc(-n2c(-c3ccco3)nc3ccccc3c2=O)c1C	0.8	7	-13	5	0.3	-0.7	-1	2	3	8
COc1ccc(-c2cn(-c3ccc(C)cc3C)c(=O)[nH]2)cc1OC	-0.3	1	3	2	i	1.1	-11	17	0	6
CCOC(=O)c1cc(-c2csc(-c3ccc(C(C)(C)C)cc3)n2)on1	1.1	-4	5	-13	-0.4	0.1	-7	4	2	9
CCOc1ccccc1C1C(C(N)=O)=C(C)Nc2nc(-c3ccc(OC)cc3)nn21 (stereo unspecified)	x	-4	-8	-1	-1.3	1.5	-44	4	-3	1
Cc1ccc(CN2CCN(/N=C/c3ccc(C(=O)O)cc3)CC2)cc1	x	x	0	1	-0.2	0.9	-1	-28	6	3
O=C(O)CCCC(=O)N1CCOCCOCCOCCOCC1	3.3	-3	3	5	-1.5	-0.8	0	x	-2	5
O=C(O)c1ccc(C(=O)Nc2cccc(NC(=O)C3CCCO3)c2)cc1 (stereo unspecified)	x	-10	-1	-4	i	-0.6	2	26	2	-2
COC(=O)c1ccccc1NC(=O)CSc1nc2c(c(=O)[nH]1)CCC2	0.5	-18	-9	10	-7.1	0.5	0	7	-3	-1
O=C(COc1ccc2ccccc2c1)NC1=NCCS1	x	-14	0	4	i	-0.7	0	-4	2	-5
CCC(c1nc2ccccc2c(=O)n1-c1nc2ccccc2s1)N1C(=O)c2ccccc2C1=O (stereo unspecified)	x	-13	4	-3	-0.1	0.6	-4	-5	4	23
COc1ccc(OC)c(S(=O)(=O)N2CCCC(C(=O)NCc3ccccn3)C2)c1 (stereo unspecified)	0.6	2	-2	6	-0.8	0.5	14	2	0	-1
